Compound activity as filed in PubChem.
NF-kB neuron act: NF-kB expression increase, human neuronal cells | NF-kB reporter expression; hits give high values | fold change at 12.5 µM | actives 1.6% (n = 190,000); in the data active means fold change above about 3.3
bIAP act: intestinal alkaline phosphatase (bovine) activation; AID 1016; activation factor at 20 µM; actives 0.17% (n = 200,000); purified bovine IAP, CDP-star luminescence, 30 min; hits give high values; fold of DMSO-control signal, blank-subtracted;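 active means activation factor of 2 or more at 20 µM, a signal rise over negative controls twice the positive control's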
FLuc act counter: firefly luciferase counter-screen for stimulation assays. ATPlite luciferase biochemical, luminescence, 10 min; 0 = ATP-free wells, 1 = DMSO control. 200,000 tested, under 10 active. activation factor at 10 µM. AID 1027. P08659;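 active means luciferase activation factor, scaled between plate controls, of at least 2 with compound at 10 µM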
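Assay system: Luciferase/luciferin detection reagent, cell-free biochemical luciferase assay / Read-out: luciferase activation / Benchmarks: No-ATP low control, compound-free enzyme-plus-ATP high control / Medium: PBS buffer for ATP / Detection: luminescence measurement of luciferase light output / Schedule: 10 min at ambient temperature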
TNAP act hiacc: increases human TNAP activity under high phosphate acceptor concentration; 200,000 tested, under 10 active; activation factor at 20 µM; P05186; AID 1136; purified TNAP, CDP-star luminescence, 1 M DEA, 30 min; hits give high values; 0 = EDTA background, 1 = DMSO-only activity;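 active means activation factor at least 2 at 20 µM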
Target sequence (P05186 whole entry, looked up): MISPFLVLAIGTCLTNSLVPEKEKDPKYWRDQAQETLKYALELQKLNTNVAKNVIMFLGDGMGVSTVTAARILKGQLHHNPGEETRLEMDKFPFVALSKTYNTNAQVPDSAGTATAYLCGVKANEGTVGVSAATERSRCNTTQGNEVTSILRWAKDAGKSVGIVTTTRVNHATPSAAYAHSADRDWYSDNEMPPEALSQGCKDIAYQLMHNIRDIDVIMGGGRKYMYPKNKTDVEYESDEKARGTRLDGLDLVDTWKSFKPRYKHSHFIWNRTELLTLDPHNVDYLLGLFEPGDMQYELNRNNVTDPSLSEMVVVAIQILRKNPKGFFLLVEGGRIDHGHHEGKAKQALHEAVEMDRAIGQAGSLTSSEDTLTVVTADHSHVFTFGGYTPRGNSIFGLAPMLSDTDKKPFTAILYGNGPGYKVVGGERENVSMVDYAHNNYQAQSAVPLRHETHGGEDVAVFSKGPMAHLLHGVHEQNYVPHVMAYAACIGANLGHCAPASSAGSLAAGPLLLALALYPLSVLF
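Measured by: Luminescent substrate turnover signal | Test system: Human TNAP | Input: TNAP 1/800 final | Dosing: 20 µM single point | Schedule: 30 min, room temperature | Controls: EDTA wells as negative control, DMSO wells as positive control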
APP 5'UTR act: activates APP 5'UTR luciferase reporter; SH-SY5Y APP 5'UTR luciferase reporter, luminescence; zero percent = DMSO vehicle wells; activation, % at 2 µM; actives 1% (n = 190,000); AID 1276;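 active means activation above a set limit, based on mean plus 3 SD of controls, cut at about 140% in these data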; further: values of inactives mirror those of a sister screen read the other way
TNAP inh noacc: blocks human TNAP activity with no phosphate acceptor present | P05186 | purified TNAP, CDP-star luminescence, 30 min | inhibition, % at 20 µM | actives 0.26% (n = 200,000) | AID 1012;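 active means tissue-nonspecific alkaline phosphatase inhibition above about 50% at 20 µM in the single-dose screen, limit read from the data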;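 further: 0% = DMSO negative control and 100% = EDTA positive control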
PMI activator: increases human mannose-6-phosphate isomerase activity; activation factor at 20 µM; actives 0.005% (n = 190,000); AID 1214; P34949; purified human PMI, coupled resazurin fluorescence, 20 min; hits give high values; 1 = vehicle control, 0 substrate-free wells;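 active means activation factor of 2 or more at 20 µM, relative to plate controls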
Target sequence (P34949 whole entry, looked up): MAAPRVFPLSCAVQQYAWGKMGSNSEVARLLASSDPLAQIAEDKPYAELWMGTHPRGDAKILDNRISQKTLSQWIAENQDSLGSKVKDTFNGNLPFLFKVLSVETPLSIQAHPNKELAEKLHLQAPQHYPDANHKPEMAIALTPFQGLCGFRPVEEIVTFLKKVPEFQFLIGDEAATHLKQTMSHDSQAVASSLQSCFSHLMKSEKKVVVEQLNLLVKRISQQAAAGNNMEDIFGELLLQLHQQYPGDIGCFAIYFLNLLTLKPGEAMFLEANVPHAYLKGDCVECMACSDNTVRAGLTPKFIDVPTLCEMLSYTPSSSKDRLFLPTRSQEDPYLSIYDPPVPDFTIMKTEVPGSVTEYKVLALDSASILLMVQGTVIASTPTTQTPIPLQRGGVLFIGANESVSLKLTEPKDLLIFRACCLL
PMI act hi M6P: activators of human phosphomannose isomerase at near-saturating mannose 6-phosphate; P34949; coupled PMI enzyme assay, resazurin fluorescence, 20 min; hits give high values; 1 = untreated enzyme, 0 = substrate-free blank; activation factor at 20 µM; actives 0.34% (n = 190,000);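 active means activation factor of 2 or more at 20 µM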
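Test system: Human PMI in coupled enzyme assay | Input: 15 ng/mL PMI | Medium: HEPES-buffered pH 7.4 with magnesium and detergent | Compound: One concentration, 20 µM, in 1% DMSO | Incubation: Enzyme reaction with compound 20 min at room temperature | Detection: Diaphorase-driven resazurin-to-resorufin fluorescence, excitation 544, emission 590 nm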
TNAP inh hi DEA: TNAP (human) inhibition, high acceptor | P05186 | purified TNAP, CDP-star luminescence, 1 M DEA | inhibition, % at 20 µM | actives 0.03% (n = 200,000) | AID 1135;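 active means over 50% inhibition of tissue-nonspecific alkaline phosphatase at 20 µM in the single-dose screen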;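 further: plate controls were DMSO wells for no effect and EDTA-quenched wells as full inhibition for full effect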
FLuc inhib CS: inhibits firefly luciferase, flagging false hits in luciferase inhibition screens | AID 1006 | actives 1.5% (n = 200,000) | P08659 | inhibition, % at 10 µM | ATPLite firefly luciferase biochemical luminescence, 10 min;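 active means inhibition above about 50% when tested at 10 µM, limit read from the data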
The depositor's hits bear a star; . = not tested or not shown.

A first look (12 entries):
SMILES	NF-kB neuron act	bIAP act	FLuc act counter	TNAP act hiacc	APP 5'UTR act	TNAP inh noacc	PMI activator	PMI act hi M6P	TNAP inh hi DEA	FLuc inhib CS
CC(C)CNC(=S)N(Cc1ccco1)Cc1cc2cc3c(cc2[nH]c1=O)OCCO3	0.74	1.1	1.1	1	-20.9	-12.6	0.8	0.9	2.8	-6.4
CC(=O)C1=C(O)C(=O)N(Cc2ccccc2)C1c1ccco1 (stereo not given)	1.11	1	1	1	6.7	-6.8	1	1.1	-2.7	-0.2
CCOc1cc(NC(=S)Nc2cccc(OC)c2)c(OCC)cc1NC(=O)C(C)C	1.04	1.1	1	1	5.5	-7.9	0.8	0.5	-3.1	-3.8
Cc1ccc(N(C(C)C(=O)N2CCC(C)CC2)S(C)(=O)=O)cc1C (stereo not given)	1.14	0.9	1.1	1	-2.0	-13.0	0.9	1	-2.3	-7.2
Cc1sc2nc(SCC(=O)NCc3ccco3)n(-c3ccccc3)c(=O)c2c1C	1.32	0.9	1.1	1.1	20.0	-10.4	1	1	-6.1	-10.5
CCOC(=O)C(C)N1N=C(/C=C/c2ccc(OC)cc2)CCC1=O (stereo not given)	0.78	1.1	1.1	1	2.2	-5.9	1	1	-2.7	-6.4
CCOC(=O)c1c(NC(=O)c2cc3n(n2)C(C(F)(F)F)CC(c2cccs2)N3)sc(C)c1C (stereo not given)	1.02	0.9	1	1	-14.8	-5.3	0.9	1	0.3	-4.2
O=c1c2ccccc2nc(-c2ccc(Cl)c(Cl)c2)n1O	1.2	1	1.1	1	-6.5	-7.3	1.1	1.2	-3.3	-7.1
CC(=O)N1CCC(N(CCN2CCOCC2)C(=S)Nc2ccc(C)c(C)c2)CC1	1.19	1	1	1	-1.8	-7.2	1	1	-0.1	-1.9
CN1CCC(=NNC(=O)CSCc2ccccc2)CC1	1.5	0.9	1	1.1	9.1	-11.5	0.9	1	-5.7	-4.7
COc1ccc(CNC(=O)NCc2ccc(OC)c(OC)c2)cc1OC	0.96	1	1.1	1.1	1.7	-7.6	1	0.9	-5.0	-5.4
O=C(NC1CCCC1)C1CCCN1C(=O)Nc1ccc(Cl)cc1 (stereo not given)	0.96	1	1.1	1.1	4.1	-12.6	1	1	-7.0	-5.5

Main list (from the top)
SMILES	NF-kB neuron act	bIAP act	FLuc act counter	TNAP act hiacc	APP 5'UTR act	TNAP inh noacc	PMI activator	PMI act hi M6P	TNAP inh hi DEA	FLuc inhib CS
CC(C)CNC(=S)N(Cc1ccco1)Cc1cc2cc3c(cc2[nH]c1=O)OCCO3	0.74	1.1	1.1	1	-20.9	-12.6	0.8	0.9	2.8	-6.4
CC(=O)C1=C(O)C(=O)N(Cc2ccccc2)C1c1ccco1 (stereo not given)	1.11	1	1	1	6.7	-6.8	1	1.1	-2.7	-0.2
CCOc1cc(NC(=S)Nc2cccc(OC)c2)c(OCC)cc1NC(=O)C(C)C	1.04	1.1	1	1	5.5	-7.9	0.8	0.5	-3.1	-3.8
Cc1ccc(N(C(C)C(=O)N2CCC(C)CC2)S(C)(=O)=O)cc1C (stereo not given)	1.14	0.9	1.1	1	-2.0	-13.0	0.9	1	-2.3	-7.2
Cc1sc2nc(SCC(=O)NCc3ccco3)n(-c3ccccc3)c(=O)c2c1C	1.32	0.9	1.1	1.1	20.0	-10.4	1	1	-6.1	-10.5
CCOC(=O)C(C)N1N=C(/C=C/c2ccc(OC)cc2)CCC1=O (stereo not given)	0.78	1.1	1.1	1	2.2	-5.9	1	1	-2.7	-6.4
CCOC(=O)c1c(NC(=O)c2cc3n(n2)C(C(F)(F)F)CC(c2cccs2)N3)sc(C)c1C (stereo not given)	1.02	0.9	1	1	-14.8	-5.3	0.9	1	0.3	-4.2
O=c1c2ccccc2nc(-c2ccc(Cl)c(Cl)c2)n1O	1.2	1	1.1	1	-6.5	-7.3	1.1	1.2	-3.3	-7.1
CC(=O)N1CCC(N(CCN2CCOCC2)C(=S)Nc2ccc(C)c(C)c2)CC1	1.19	1	1	1	-1.8	-7.2	1	1	-0.1	-1.9
CN1CCC(=NNC(=O)CSCc2ccccc2)CC1	1.5	0.9	1	1.1	9.1	-11.5	0.9	1	-5.7	-4.7
COc1ccc(CNC(=O)NCc2ccc(OC)c(OC)c2)cc1OC	0.96	1	1.1	1.1	1.7	-7.6	1	0.9	-5.0	-5.4
O=C(NC1CCCC1)C1CCCN1C(=O)Nc1ccc(Cl)cc1 (stereo not given)	0.96	1	1.1	1.1	4.1	-12.6	1	1	-7.0	-5.5
CCc1ccc(CCC(=O)Nc2ccc(C)cc2C)o1	1.35	0.8	1	1	-24.3	-10.0	0.9	1	-1.7	-4.8
O=C(Cn1nnc(-c2ccccc2)n1)N=Nc1c(O)[nH]c2ccccc12	1.12	1.2	1.1	1	5.7	-3.4	1	1	2.8	-6.0
O=C(c1ccccc1)N1CCN(C2CC(=O)N(CCc3ccccc3)C2=O)CC1 (stereo not given)	1.33	1	1.1	1.1	13.7	-0.1	1.1	1.1	-8.1	-6.1
CN(C)c1nc(N)nc(CSc2nnnn2-c2ccc(C(=O)O)cc2)n1	0.92	0.9	1	1.1	.	-11.4	1	1	-5.7	-4.9
CC1CN(C(=O)COC(=O)c2ccc(NC(=O)CC#N)cc2)CC(C)O1 (stereo not given)	1.15	1.1	1.1	1.1	-2.3	-13.7	1.1	1.1	-6.5	-9.6
Cc1cccc(N2CC(c3nc4ccccc4n3C)CC2=O)c1C (stereo not given)	1.05	0.9	1.1	1	29.7	-2.6	1	1	-2.2	-7.7
O=C(N/C(=C/c1cccc([N+](=O)[O-])c1)C(=O)N1CCCCCC1)c1cccs1	0.93	0.9	1	1.1	-4.1	-7.6	1	1	-7.0	-1.3
CCn1cc(SCC(=O)NCc2ccc3c(c2)OCO3)c2ccccc21	1.12	0.8	1	1	1.5	-6.4	0.9	1	4.6	-4.8
COc1cc2c(cc1OC)-c1cc(N3CCCCCC3)nc(=O)n1CC2	0.71	1.1	1	1	13.2	-1.9	0.9	0.9	-3.7	4.9
O=C(CCc1nnc(COc2ccccc2)o1)NCc1ccc(Cl)s1	1.04	0.9	1.1	1.1	-14.3	-5.8	0.9	1	-5.5	-8.2
OC(COCc1cccs1)CN1CCN(c2ccccn2)CC1 (stereo not given)	1.08	1	1.1	1	9.9	-9.2	1	1	-3.9	-5.9
CC(=O)C1=C(N2CCCCC2)CCC1=O	1.14	0.9	1	1	32.1	-10.4	0.9	1	-3.2	-0.2
COc1cc2c(cc1OC)C(C(=O)N1CCOCC1)C(c1cccs1)N(C)C2=O (stereo not given)	1.15	1.1	1	1	6.0	-4.8	0.9	0.9	-0.7	-4.1

Other entries follow.
SMILES	NF-kB neuron act	bIAP act	FLuc act counter	TNAP act hiacc	APP 5'UTR act	TNAP inh noacc	PMI activator	PMI act hi M6P	TNAP inh hi DEA	FLuc inhib CS
CCN(C(=S)NC(=O)C1CCCC1)C1CCCCC1	1.24	0.9	1.1	1.1	6.2	-13.2	1.1	1.1	-6.3	-6.8
Cc1cc(C)c(N(CC(=O)NC(C)(C)C)C(=O)CNC(=O)c2cccs2)c(C)c1	0.93	1	1	1	6.6	-7.6	1	1	-3.7	-3.4
COc1cccc(NC(=O)Cn2nc(Cc3cccnc3)c3ccccc3c2=O)c1	1.03	1	1	1.1	-4.1	-6.0	1	0.9	-5.1	-4.5
CC(C)(C)NC(=O)C(=O)NNC(=O)c1ccco1	1.03	1.3	1	1	-0.9	0.1	0.8	0.8	-0.1	-0.2
O=C(NNC(=S)Nc1ccc(Br)cc1)c1ccc(N2CCOCC2)c([N+](=O)[O-])c1	1.04	1	1	1	13.0	-91.1	0.8	1	4.1	-3.8
Cc1ccc(NC(=O)Nc2ccc(Cl)cn2)cc1	2.24	1	0.9	1	99.4	0.5	1.1	1	2.0	8.6
O=C(c1ccco1)N1CCN(C(=O)c2ccccc2NS(=O)(=O)c2ccc(F)cc2)CC1	1.03	1	1	1	20.4	-16.7	1.1	1	-4.0	-2.6
Cc1nc(/C(N)=N/OC(=O)Cc2ccccc2)no1	1.42	0.9	1	1	0.6	-12.4	1	1.1	-3.4	-1.3
COc1cccc(Oc2coc3cc(OC(=O)N4CCOCC4)ccc3c2=O)c1	0.92	1	1.1	1.1	-3.4	-9.9	1	0.9	-8.3	-6.9
CCc1nnc(NC(=O)CN2CCN(C3CCCCC3)CC2)s1	1.07	1	1	1	-6.0	-13.6	1	1.1	-3.8	-0.8
COc1cccc(-c2ccc(C#N)c(OC(=O)c3ccc(Cl)cc3)n2)c1	1.51	0.9	1	1	-11.5	-6.0	0.9	1	-1.2	-2.0
CCCCN(C(=O)NC(=O)C1=C(N2CCOCC2)/C(=C/c2ccccc2)CC1)S(C)(=O)=O	1.24	1	1	1	21.9	-5.3	1.1	1	-4.7	-4.6
CCCCc1ccc(NC=C2C(=O)OC3(CCCCC3)OC2=O)cc1	1.02	0.9	1	1	-0.9	-1.3	1	1	-0.3	-2.1
CCc1ccc(NCc2cc3c(C)nn(-c4ccccc4)c3[nH]c2=O)cc1	1.39	0.9	1	1	-8.5	-3.4	0.9	0.9	-3.1	-4.2
CCC(=O)OC1(C#CCOc2ccc(OC)cc2)CCN(C)CC1	1.12	1	1.1	1.1	14.0	-9.6	1	1	-6.1	-10.7
CCCCn1c(CCNC(=O)CC)nc2ccccc21	1.05	0.9	1.1	1	-3.2	-0.7	1	1	-4.6	-6.9
CCOC(=O)c1c(C)[nH]c(C(=O)OCC(=O)NC(C)C)c1C	1.2	0.9	1	1	9.8	-6.7	1	1	-0.1	1.3
CCCC(CCC(=O)Nc1cc([N+](=O)[O-])ccc1O)C(=O)O (stereo not given)	1.19	0.9	1	0.8	-9.7	17.5	1.1	0.9	22.0	-0.9
COc1ccc(/C=C/C(=O)c2ccc(O)cc2)cc1	2.57	1	0.2	1	48.5	-3.2	0.9	1	-0.8	75.3*
Fc1ccc(N2CCN(c3ccc4c(C(F)(F)F)cc(C(F)(F)F)nc4n3)CC2)cc1	0.55	0.9	1.1	1	-9.1	-1.6	0.9	0.9	1.0	-7.3
CCOc1ccccc1Nc1nnc(SCC(=O)N2CCCC2)s1	1.46	0.9	1	1	-10.7	-13.8	0.9	0.9	-3.0	-1.8
COc1cc(NC(=O)CSc2nccc(=O)[nH]2)c(C)cc1[N+](=O)[O-]	1.24	1.1	1.1	1	3.2	-6.9	1	0.9	-2.4	-5.0
C[C@H](NC(=O)c1nc[nH]c1C(=O)NCCCCCNC(=O)OC(C)(C)C)C(=O)OCc1ccccc1	0.77	1.3	1	1	3.4	-2.5	0.8	0.9	-0.9	0.6
Cc1cc(=O)oc2ccc(OC(=O)c3cccc(S(=O)(=O)N4CCOCC4)c3)cc12	1.24	1.1	1.1	1.1	-2.9	-10.5	0.9	0.9	-5.3	-5.3
CCCCn1c(=O)[nH]c2ccccc21	0.95	0.9	1	1.1	-1.5	-14.0	1	1	-5.1	-4.1
CC1(C)CC(=O)c2cc3c(nc2C1)CC(C)(C)CC3=O	1.29	1	1	1	-5.8	-22.0	0.9	0.9	-4.4	1.4
S=C(NCc1ccncc1)Nc1ccc(Cl)c(Cl)c1	1.12	1.2	1.1	1.1	0.1	-3.3	1.1	1	-8.9	-6.5
